Screening results from PubChem BioAssay.
Anthrax LF inh2: Bacillus anthracis LF protease inhibitors, primary screen, biochemical, multiplex microsphere, MLPCN library; Lethal factor (Bacillus anthracis), P15917; multiplex microsphere protease cleavage assay; inhibition, % at 10 µM; 360,000 tested, 0.12% active; AID 588501, 2011; also: plate controls were buffer without enzyme for full effect and enzyme alone for no effect
Target sequence (P15917 whole entry, looked up): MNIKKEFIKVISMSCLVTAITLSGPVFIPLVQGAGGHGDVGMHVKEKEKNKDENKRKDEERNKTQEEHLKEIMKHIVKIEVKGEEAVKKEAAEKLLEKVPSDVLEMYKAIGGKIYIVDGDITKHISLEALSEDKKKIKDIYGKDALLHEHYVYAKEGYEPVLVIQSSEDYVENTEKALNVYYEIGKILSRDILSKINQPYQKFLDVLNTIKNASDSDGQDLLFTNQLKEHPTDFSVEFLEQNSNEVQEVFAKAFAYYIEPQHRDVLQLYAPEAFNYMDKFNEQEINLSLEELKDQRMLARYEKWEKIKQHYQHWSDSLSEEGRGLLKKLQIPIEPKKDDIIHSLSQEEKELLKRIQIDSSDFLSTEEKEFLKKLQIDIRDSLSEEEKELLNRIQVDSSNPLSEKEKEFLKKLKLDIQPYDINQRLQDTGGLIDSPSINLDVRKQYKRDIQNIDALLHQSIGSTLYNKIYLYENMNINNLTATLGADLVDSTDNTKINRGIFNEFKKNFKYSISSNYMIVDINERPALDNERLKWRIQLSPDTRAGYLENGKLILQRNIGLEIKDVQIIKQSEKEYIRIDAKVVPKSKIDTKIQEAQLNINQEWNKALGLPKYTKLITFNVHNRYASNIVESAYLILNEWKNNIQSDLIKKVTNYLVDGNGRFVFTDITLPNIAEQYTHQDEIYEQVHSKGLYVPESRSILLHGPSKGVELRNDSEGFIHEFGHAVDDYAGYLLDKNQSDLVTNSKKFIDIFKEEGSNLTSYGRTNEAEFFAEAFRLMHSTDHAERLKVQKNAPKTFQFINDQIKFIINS
CCHFV vOTU inh: CCHFV vOTU protease inhibitors, primary screen, biochemical, Pep-AMC substrate, fluorescence | Crimean-Congo hemorrhagic fever virus L polyprotein viral ovarian tumor (vOTU) protease … | 370,000 tested, 0.55% active | inhibition, % at 11.5 µM | AID 651958, 2012; in the data active = inhibition above about 30%; also: 0% = vehicle wells with enzyme and 100% = no enzyme wells
PriA SSB inh: inhibitors of Klebsiella pneumoniae PriA binding to SSB C-terminal tail, primary screen, biochemical, AlphaScreen | inhibition, % at 33 µM | AlphaScreen SSBct-PriA binding, biotinylated peptide | 430,000 tested, 0.6% active | PriA–SSB C-terminal tail interaction (Klebsiella pneumoniae); in the data active = inhibition mostly above about 37%, no sharp cut-off; inactive = mostly below about 20%;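 also: plate controls were negative control peptide for no effect and reference peptide for full effect; strong numbers were not always called active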
PrPC surface inh: inhibitors of human cell surface prion protein PrPC, primary screen, cell-based, TR-FRET | Major prion protein (Homo sapiens), P04156 | TR-FRET read-out | inhibition, % at 13.8 µM | 370,000 tested, 0.43% active | AID 720596, 2013; in the data active = inhibition above about 24%; also: 0% = median of the test wells and 100% = reference compound wells
MazF activator: activators of E. coli MazEF toxin-antitoxin RNase, primary screen, biochemical, fluorescence, uHTS. Endoribonuclease toxin MazF (Escherichia coli (strain K12)), P0AE70. activation, % at 20 µM. 350,000 tested, 0.32% active. FAM/BHQ RNA-DNA oligo cleavage fluorescence, 5 h. AID 504720, 2011; in the data active = activation above about 50%
Target sequence (P0AE70 whole entry, looked up): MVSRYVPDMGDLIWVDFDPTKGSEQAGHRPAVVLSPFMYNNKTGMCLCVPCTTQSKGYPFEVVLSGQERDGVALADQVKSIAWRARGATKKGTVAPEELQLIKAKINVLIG
BoNT F protease: BoNT/F light chain protease inhibitors, primary screen, biochemical, flow cytometry, MLPCN library; Botulinum neurotoxin type F light chain protease (Clostridium botulinum); 360,000 tested, 0.22% active; Multiplex microsphere protease cleavage assay; inhibition, % at 10 µM; in the data active = inhibition above about 35%, passing the limit was not always enough; inconclusive = no clear call, values can overlap the other calls; also: plate controls were buffer without enzyme for full effect and enzyme alone for no effect
3CLpro inhibitor: SARS-CoV 3CLpro protease inhibitors, primary screen, biochemical, quenched FRET; Replicase polyprotein 1ab (Severe acute respiratory syndrome coronavirus), P0C6X7; 290,000 tested, 0.14% active; inhibition, % at 6 µM; AID 1706, 2009; recombinant SARS-CoV 3CLpro, quenched FRET peptide cleavage; in the data active = inhibition above about 12%
BoNT A protease: BoNT/A light chain protease inhibitors, primary screen, biochemical, flow cytometry, MLPCN library | Botulinum neurotoxin type A light chain protease (Clostridium botulinum A str. ATCC 3502) | multiplex microsphere protease substrate cleavage | inhibition, % at 10 µM | 360,000 tested, 0.17% active | AID 588499, 2011; also: plate controls were buffer without enzyme for full effect and enzyme alone for no effect
Rv3671c inh: Rv3671c serine protease inhibitors, primary screen, biochemical, fluorescence polarization, M. tuberculosis H37Rv. inhibition, % at 5.96 µM. 320,000 tested, 0.048% active. AID 2606, 2010; in the data active = inhibition above about 38%;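 also: extracellular domain of Rv3671c used as enzyme; 0% = enzyme with DMSO and 100% = no enzyme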
VHR inh abs: VHR1 phosphatase inhibitors, primary screen, biochemical, absorbance, uHTS | inhibition, % at 13.3 µM | recombinant VHR phosphatase, pNPP absorbance | Dual specificity protein phosphatase 3 (Homo sapiens), P51452 | AID 1654, 2009 | 290,000 tested, 0.52% active; in the data active = inhibition above about 50%; also: some compounds called inactive have numbers as strong as hits
The depositor's hits bear a star; ? = inconclusive; / = no result given; & = joins results of further samples. Rule as the data show it, unless noted: active = inhibition above about 30%; inconclusive = no clear call, values can overlap the other calls; inactive = below that.

SMILES | Anthrax LF inh2 | CCHFV vOTU inh | PriA SSB inh | PrPC surface inh | MazF activator | BoNT F protease | 3CLpro inhibitor | BoNT A protease | Rv3671c inh | VHR inh abs
NS(=O)(=O)c1ccc(N2N=C(c3ccccc3)CC2c2ccccc2Cl)cc1 (configuration not stated) | -4 | -167 | 10 | -3 | -3 | -2 | / | -0.3 | / | /
CN(C)c1ccc(C(=O)N=c2sccn2C)cc1[N+](=O)[O-] | -2 | 0 | -4 | 0 | 2 | -13 | -6 | -5.8 | 1 | -6
C/[N+]([O-])=C1\Cc2ccccc2C1=O | -3 | 24 | -16 | -30 | 7 | -15 | 3 | -1.4 | -4 | 15
Cc1ccc(/C=N/NC(=O)c2cccc(S(=O)(=O)Nc3ccccc3Cl)c2)o1 | -2 | 20 | / | -1 | 5 | 3 | 5 | 1.1 | 3 | 15
CC(C)Cc1nnc(NC(=O)c2ccc(S(=O)(=O)N3CCCC3)cc2)s1 | / | 2 | 0 | 0 | 4 | / | / | / | / | /
COc1ccc(SC[C@H](Cc2ccccc2)N2CC[C@@H](C(C)(C)C)CCC2=O)cc1 | 1 | -4 | -10 | -6 | -2 | 6 | / | -0.2 | 0 | /
COc1ccccc1NS(=O)(=O)NC(=O)c1c(C)[nH]c2ccccc12 | -2 | -6 | -2 | -3 | 7 | -2 | -6 | 1.0 | 1 | -4
COc1ccc(C=NNc2ccc([N+](=O)[O-])cc2S(=O)(=O)Nc2ccccc2C(=O)O)cc1OC | 0 | 18 | -3 | -9 | -12 | -4 | / | -0.2 | -6 | /
COc1ccc(Nc2nc3cc(C)ccc3cc2C#N)c(OC)c1 | -1 | -9 | -6 | 3 | 62* | -2 | 5 | 1.0 | 2 | 39
CCOc1ncccc1C(=O)OCc1nnc(-c2ccccc2)o1 | -1 | 8 | -20 | -6 | 4 | -9 | 1 | -0.2 | 0 | 36
Cc1cc(Cn2nc(-c3ccccc3)cc2C(=O)NCC2CC2)on1 | -2 | 14 | -3 | 5 | 4 | -8 | / | -0.6 | -7 | /
COc1ccc(C(=O)Nc2ccc(Nc3ccccc3)cc2)cc1Br | -8 | -2 | -11 | 5 | 6 | ? | / | -0.7 | 7 | /
Cc1ccc(NC(=O)COC(=O)C2=NN(c3ccccc3)C(=O)CC2)c(Br)c1 | -8 | 8 | 2 | 10 | 2 | -8 | / | 0.2 | -2 | /
COCCNc1c([N+](=O)[O-])c(=O)n(-c2ccccc2)c2ccccc12 | -3 | 1 | -17 | -18 | -6 | 0 | 3 | 0.3 | 8 | -8
NC(=S)Cc1nc(-c2ccccc2)cs1 | 1 | 3 | 12 | -1 | 3 | -2 | 0 | 2.2 | -35 | -4
CCn1c(C)nc2cc(C(=O)NNS(=O)(=O)c3cc(Br)ccc3Br)ccc21 | -8 | 0 | -6 | -6 | 3 | -7 | 2 | 0.3 | -10 | 14
CN(C)S(=O)(=O)c1ccc(Cl)c(NC(=O)COC(=O)/C=C/c2ccc(S(=O)(=O)N3CCOCC3)cc2)c1 | -2 | 14 | -9 | -3 | -9 | 3 | 0 | -0.3 | -19 | -10
CC1CCCCC12NC(=O)N(CC(=O)Nc1ccc3[nH]c(=O)[nH]c3c1)C2=O (configuration not stated) | -1 | -4 | -3 | 1 | 0 | -1 | / | 1.3 | 2 | /
O=C(Cc1ccccc1)N1CCN(c2ccc([N+](=O)[O-])cc2)CC1 | -10 | -10 | -13 | -6 | 0 | -3 | -2 | -1.4 | -4 | 10
Cc1ccc(SCc2nc3ccccc3n2CC(=O)Nc2ccc(Cl)cc2)cc1 | 0 | 3 | -9 | -2 | -7 | -8 | 3 | -0.1 | -25 | 2
O=C(OCC(=O)N1CCN(Cc2ccccc2)CC1)c1cc(Cl)ccc1[N+](=O)[O-] | -5 | 1 | 4 | -3 | -3 | -3 | / | 0.4 | 0 | /
Cc1ccc(CN2C3CCCC2CC(NC(=O)c2ccc(C)cc2)C3)cc1 (configuration not stated) | 2 | 8 | 4 | -4 | 2 | -1 | 2 | -0.7 | 2 | 22
O=C(/C=C/c1ccco1)OCC(=O)c1cccc([N+](=O)[O-])c1 | -2 | 0 | 7 | 1 | 4 | -4 | 3 | -2.8 | -9 | 25
O=C(O)CC[C@@H](C(=O)O)N1C(=O)c2ccccc2C1=O | -4 | 4 | -7 | 0 | 3 | 6 | / | -0.8 | 1 | 14
O=C(OCc1cc2ccccc2[nH]c1=O)C1CCCCC1 | 1 | -1 | -5 | 0 | 1 | -9 | 0 | -0.9 | -2 | 28
CCOc1cc(C=C(C(=O)OC)C(=O)OC)ccc1OCc1ccc([N+](=O)[O-])cc1 | -3 | 27 | -18 | 1 | -7 | -4 | 2 | -0.5 | -9 | 2
COc1ccc(NC(=O)CSc2nnc(-c3ccncc3)o2)c(OC)c1 | ? | -6 | 2&0 | -3 | 6 | ? | / | 2.9 | -2 | /
CC1=C(C(=O)N(C)C)CC(CC(=O)NCc2ccco2)C(=O)N1CCC1=CCCCC1 (configuration not stated) | 4 | 15 | / | 12 | 7 | -4 | / | 0.0 | / | /
COc1ccc(-c2cc(=O)oc3c(C)c(OC(C)C(=O)Nc4ccc(CN5CCOCC5)cc4)ccc23)cc1 (configuration not stated) | -2 | -8 | -1 | 0 | -2 | -3 | 2 | -1.3 | -34 | -8
N#CCCn1nc(-c2ccc(Br)cc2)cc1Nc1ccccc1NC(=O)C(F)(F)F | 2 | -2 | 4 | 11 | 8 | -7 | 2 | 0.6 | 0 | 3
C[C@@H]1CN([C@@H](C)CO)C(=O)c2c(c3ccccc3n2C)-c2ccccc2CO[C@H]1CN(C)S(=O)(=O)c1ccc(C(F)(F)F)cc1 | 2 | -2 | / | -4 | 10 | -2 | / | -0.2 | / | /
CN(CC(=O)Nc1cccc(F)c1)C(=O)CC1CCCC1 | 2 | 3 | -19 | 8 | -3 | 4 | / | 1.5 | / | /
O=C(c1ccc2c(c1)OCO2)C1CCCN(Cc2ccc(F)c(F)c2)C1 (configuration not stated) | 0 | -1 | -20 | -4 | -3 | -3 | 0 | -0.3 | 1 | 47
CC(C)(C)NC(=S)NCc1ccco1 | -1 | -11 | -3 | 7 | 2 | -8 | 2 | 4.6 | -12 | 14
Cc1ccc(NS(=O)(=O)c2cccc(C(=O)NNC(=O)c3cccn3C)c2)c(C)c1 | -3 | 2 | 16 | 7 | 0 | -12 | 2 | -2.5 | 3 | 22
CCCCN1C[C@H](CO)Oc2cccc(F)c2S1(=O)=O | 0 | -2 | -26 | 3 | -4 | -2 | / | 0.2 | / | /
CN1C2CCC1C(C(=O)O)C(O)C2 (configuration not stated) | -1 | 0 | -8 | -3 | 4 | 0 | / | -0.1 | 1 | /
Cc1ccc(CNC(=O)C2CCCN(S(=O)(=O)c3cccc4nonc34)C2)cc1 (configuration not stated) | 5 | -4 | -1 | 7 | -1 | -5 | 6 | -2.6 | -4 | -27
COc1ccc(S(=O)(=O)NC(=O)C2(C)CCN2C(=O)C2(c3ccc(Cl)cc3)CCC2)cc1 (configuration not stated) | -5 | 14 | / | 1 | / | -9 | / | -0.5 | / | /
CC1CCN(C(=S)NC(=O)c2cccc([N+](=O)[O-])c2)CC1 | -1 | -3 | -4 | 1 | -1 | 0 | -1 | -1.1 | 12 | 2

Look-ups from the entries so far:
BoNT A protease result of `CN(CC(=O)Nc1cccc(F)c1)C(=O)CC1CCCC1` reads 1.5
BoNT A protease result of `O=C(c1ccc2c(c1)OCO2)C1CCCN(Cc2ccc(F)c(F)c2)C1` (configuration not stated) reads -0.3
CCHFV vOTU inh result of `CN1C2CCC1C(C(=O)O)C(O)C2` (configuration not stated) reads 0

Continued:
SMILES | Anthrax LF inh2 | CCHFV vOTU inh | PriA SSB inh | PrPC surface inh | MazF activator | BoNT F protease | 3CLpro inhibitor | BoNT A protease | Rv3671c inh | VHR inh abs
CC1CN(S(=O)(=O)c2ccc(C(=O)Nc3ccc(S(=O)(=O)N4CCOCC4)cc3)cc2)CC(C)O1 (configuration not stated) | 0 | -2 | 9 | 13 | 0 | 1 | 2 | 0.4 | -6 | -3
CCN(C[C@H]1N[C@@](Cc2ccccc2)(C(=O)OC)[C@H]2C(=O)N(C)C(=O)[C@@H]12)C(=O)C1CCCCC1 | 0 | -5 | -8 | 1 | -12 | 5 | / | 0.1 | 6 | /
COc1ccc(/C=N/NC(=O)c2cccc(NC(=O)c3ccccc3Cl)c2)cc1OC | -12 | 1 | / | -10 | 8 | -1 | -1 | 0.2 | -24 | -5
Cc1cccc(OCC(=O)Nc2cccc(-c3nnc(-c4ccccc4)o3)c2)c1C | -4 | -7 | -2 | 3 | -16 | 2 | -4 | -0.1 | -3 | 16
O=C(c1ccco1)N(Cc1ccc([N+](=O)[O-])cc1)c1ccc(Cl)cc1 | 13 | -1 | 33 | -2 | 2 | 1 | 0 | -0.1 | 7 | 5
CN1C(=O)C(=O)/C(=C(/O)c2ccccc2)C1c1ccc(Br)cc1 (configuration not stated) | 11 | 6 | / | -6 | 3 | -7 | -1 | -0.6 | / | 7
O=C(Cc1cccc(NC(=O)C2CCCN(C(=O)C3CC3)C2)c1)Nc1ccc(C(=O)N2CCOCC2)cc1 (configuration not stated) | -2 | 4 | -3 | -6 | 4 | 0 | / | -0.3 | / | /
COc1cc(C2/C(=C(\O)c3ccc4c(c3)CC(C)O4)C(=O)C(=O)N2CC2CCCO2)cc(OC)c1OC (configuration not stated) | -3 | 0 | / | 4 | 7 | 1 | 0 | 0.0 | / | 13
Cc1ccsc1C=Nc1c(C)n(C)n(-c2ccccc2)c1=O | -3 | 2 | 16 | -2 | -1 | -1 | -3 | 0.2 | 2 | 14
C[C@H]1CN([C@@H](C)CO)C(=O)c2cc(Br)cnc2O[C@H]1CN(C)C(=O)c1cnccn1 | -5 | -5 | / | -2 | 1 | 0 | / | -0.6 | / | /
CC1CCCC(NC(=O)COC(=O)CCC2CCCC2)C1C (configuration not stated) | -2 | 11 | -27 | 7 | 3 | -7 | -9 | 0.2 | 0 | 10
NS(=O)(=O)Oc1ccccc1 | -6 | 13 | -5 | 3 | 5 | -7 | -12 | 0.1 | 5 | 1
Cc1ccc(CS(=O)(=O)Cc2ccc(C(=O)NC3CCCCCC3)o2)cc1 | -3 | 0 | 3 | 2 | 0 | 2 | 3 | 0.0 | 1 | -14
Cc1ccccc1C(=O)Nc1ccnn1C1CCN(Cc2c(C)n(C)c3ccccc23)CC1 | -1 | 5 | 21 | -12 | 9 | 0 | -1 | -1.5 | / | 13
CCOc1ccc(C(=O)NCC(=O)OCc2c(F)cccc2Cl)cc1 | 0 | -13 | -14 | 0 | 1 | -2 | 1 | 0.1 | -3 | -3
O=C(CCC1CCCC1)Nc1ccc(Br)cn1 | -4 | -1 | -21 | 4 | -7 | 9 | 0 | 0.5 | 2 | 7

Not all compounds are listed (hit frequency here may not be typical).
